FUS suppressor: rescues growth of FUS-expressing yeast | 390,000 compounds, 0.24% hits | Potency, µM (top dose mostly 76.6 µM), inactives show top-dose growth rescue (activation), hits mostly activators | AID 1347120 | S. cerevisiae FUS-expressing, growth rescue, OD600, 24 h;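 note: potency is the fitted concentration of half-maximal effect; plate controls were DMSO vehicle for no effect and reference control for full effect; nearly all actives have a fitted effect of over 55% in size; some results filed as inactive show a strong effect at the top dose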
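Restored growth of FUS-toxic S. cerevisiae, read as 600 nm absorbance after 24 h at 30C in galactose medium (starting OD 0.005). Controls CP55940 and DMSO.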
DRD3 antagonist: D3 dopamine receptor (human) antagonism; AID 652054; max response, negative = inhibition, %; P35462; 360,000 compounds, 2.5% hits; D3R cells, DiscoveRx beta-arrestin luminescence, antagonist mode; stronger effect = lower value; in the data active = max response below about -50%; inconclusive = no clear call, values can overlap the other calls; note: % is set by controls: 0 for no effect and ±100 for the full control effect; mostly tested at two doses, the higher about 12 µM
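Cells expressing the human receptor were seeded at 1500 cells/well, incubated overnight at 37 degrees C in 5% CO2, then exposed to library compounds with dopamine controls for 90 minutes at 37 degrees C before luminescent detection.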
PTHR1 ag: agonists of human PTHR1 parathyroid hormone receptor; HEK293 GP2 PTHR1 cells, GloSensor cAMP luminescence, 1 h; Potency, µM (doses to about 115 µM), without a hit: top-dose activation, most hits filed as activators; 410,000 compounds, 0.075% hits; note: potency is the fitted concentration of half-maximal effect; nearly all actives have a fitted effect of over 55% in size; some results filed as inactive show a strong effect at the top dose; inactives centre near -15; many of its hits are not listed in these tables
Target sequence (Q03431 whole entry, looked up): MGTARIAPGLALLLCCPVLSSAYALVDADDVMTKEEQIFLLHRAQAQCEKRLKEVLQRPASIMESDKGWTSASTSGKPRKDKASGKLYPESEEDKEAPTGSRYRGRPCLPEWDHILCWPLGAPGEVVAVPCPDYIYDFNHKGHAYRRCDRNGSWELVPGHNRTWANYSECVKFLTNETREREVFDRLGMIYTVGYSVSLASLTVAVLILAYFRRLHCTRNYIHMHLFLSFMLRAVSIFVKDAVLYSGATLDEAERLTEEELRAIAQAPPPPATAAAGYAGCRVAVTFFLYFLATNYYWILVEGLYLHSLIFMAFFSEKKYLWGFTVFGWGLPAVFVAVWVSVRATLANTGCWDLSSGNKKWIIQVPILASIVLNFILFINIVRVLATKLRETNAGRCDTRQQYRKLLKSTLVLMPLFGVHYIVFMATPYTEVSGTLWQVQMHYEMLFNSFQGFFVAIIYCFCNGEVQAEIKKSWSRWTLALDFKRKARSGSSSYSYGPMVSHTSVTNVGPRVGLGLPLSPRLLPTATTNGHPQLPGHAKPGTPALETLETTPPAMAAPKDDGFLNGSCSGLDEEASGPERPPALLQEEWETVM
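HEK-293-derived GP2 cells expressing PTHR1 and a GloSensor cAMP reporter, 3,000/well, plated overnight, given luciferin plus IBMX (each 0.5 mM as added) for 1 h at 37 °C, then compound for 1 h at 37 °C. Luminescence was read after 15 min at room temperature.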
TDP43 rescue: TDP-43 toxicity inhibition in yeast; TDP-43 expressing yeast growth rescue, BacTiter-Glo, 24 h; Potency, µM (titrated, usually from 46.1 µM), for inactives: top-dose growth rescue (activation), hits mostly activators; 410,000 compounds, 1.8% hits; AID 652104; note: potency is the fitted concentration of half-maximal effect; % of control where 0% means no effect; nearly all actives have a fitted effect of over 50% in size
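Yeast expressing TDP-43 (pregrown in raffinose, seeded at OD600=0.02 in galactose medium) exposed to compounds 24 hr at 30 deg C. Growth read by BacTiter-Glo luminescence; rescue of toxicity appears as increased signal.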
Abeta rescue: restores growth of yeast expressing A-beta42 peptide. yeast expressing A-beta42, growth rescue, OD600, 48 h; response scale: 0% DMSO, 100% iron-clioquinol control. Potency, µM (highest dose often 46.1 µM), inactives show at the highest dose growth rescue, actives largely listed as activators. 410,000 compounds, 0.063% hits. AID 1347071; note: potency is the fitted concentration of half-maximal effect; nearly all actives have a fitted effect of over 55% in size
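Yeast growth medium received pinned compounds, then yeast cells expressing toxic A-beta were added; plates incubated at 30 C for 48 hr. Growth read as absorbance at 600 nm, normalized to DMSO and equimolar FeCl3 plus clioquinol controls.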
aSyn rescue: inhibitors of alpha-synuclein toxicity in yeast. Yeast expressing alpha-synuclein, growth rescue, BacTiter-Glo, 24 h. Potency, µM (doses to about 46.1 µM), without a hit: top-dose growth rescue (activation), hits mostly activators. 370,000 compounds, 0.14% hits; note: potency is the fitted concentration of half-maximal effect; % of control where 0% means no effect; nearly all actives have a fitted effect of over 65% in size
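Rescue of yeast growth: cells expressing toxic alpha-synuclein, induced in galactose at OD600 0.02, incubated with compound 24 h at 30 C. ATP luminescence quantified growth; inhibitors of toxicity appear as activators.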
Akt phos inh: inhibitors of Akt phosphorylation; Neuro2A IGF-stimulated pAkt S473 HTRF, 20 min; stronger effect = lower value; activity change, % for hits at 50 µM; 360,000 compounds, 0.32% hits; AID 651550; in the data active = activity change below about -80%; inconclusive = mostly about -51% to -80%; note: % is set by controls: 0 for no effect and ±100 for the full control effect
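Neuro2A cells in DMEM with 0.5% FBS, overnight at 37 deg C, given compound at single 50 µM final, then IGF (6 nM final) for 20 min at 37 deg C. Lysed; phospho-Akt Ser473 by HTRF after 24 h, 665/615 ratio.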
GLP1R ag: activates the human GLP-1 receptor. P43220. HEK293 GLP-1R CRE-luciferase, luminescence, 4-6 h; cells express a hypersensitive GLP-1R form. Potency, µM (highest dose often 45.6 µM), for inactives: at the top dose activation, actives largely listed as activators. 380,000 compounds, 0.007% hits. AID 624172; note: potency is the fitted concentration of half-maximal effect; % of control where 0% means no effect
Target sequence (P43220 whole entry, looked up): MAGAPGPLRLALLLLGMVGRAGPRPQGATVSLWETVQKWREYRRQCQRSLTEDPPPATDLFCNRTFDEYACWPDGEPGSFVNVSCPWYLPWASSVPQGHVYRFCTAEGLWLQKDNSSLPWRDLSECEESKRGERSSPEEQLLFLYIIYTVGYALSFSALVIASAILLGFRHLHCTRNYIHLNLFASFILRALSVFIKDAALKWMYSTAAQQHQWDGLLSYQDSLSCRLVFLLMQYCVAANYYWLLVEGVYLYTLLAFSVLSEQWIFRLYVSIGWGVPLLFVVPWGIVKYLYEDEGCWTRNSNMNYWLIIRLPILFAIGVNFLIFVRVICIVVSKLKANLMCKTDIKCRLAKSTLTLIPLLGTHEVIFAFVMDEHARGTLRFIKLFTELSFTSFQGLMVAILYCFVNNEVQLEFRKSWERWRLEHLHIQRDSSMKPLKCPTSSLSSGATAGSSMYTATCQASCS
GLP-1R inv ag: acts as inverse agonist at human GLP-1 receptor | P43220 | HEK293 GLP-1R CRE-luciferase, luminescence, 24 h; GLP-1R form is constitutively active | Potency, µM (highest dose often 38.3 µM), without a hit: at the highest dose activity change, negative = inhibition, most hits filed as inhibitors | 410,000 compounds, 1.6% hits; note: potency is the fitted concentration of half-maximal effect; % is set by controls: 0 for no effect and ±100 for the full control effect; nearly all actives have a fitted effect of over 55% in size
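Inverse agonism was detected as reduced cAMP-driven luciferase luminescence after 24 h compound treatment. The cells were HEK293 clones expressing constitutively active human GLP-1R with the reporter. Reporter-only and GPR119 cell lines served as counterscreen controls.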
Active calls of the source: *; i = inactive; ? = inconclusive; · = not tested or not shown; & = joins results of further samples; [ ] = dose if it differs, or a comment. Unless noted, calls come from the whole dose curve; as a rule, active = well fitted curve in the direction sought with a large enough effect; inconclusive = small, poorly fitted or top-dose-only effect, or another doubt; inactive = no such curve, though single readings can be large; an effect the other way counts as inactive or inconclusive. This is a subset, so the mix of outcomes need not match the whole.

SMILES | FUS suppressor | DRD3 antagonist | PTHR1 ag | TDP43 rescue | Abeta rescue | aSyn rescue | Akt phos inh | GLP1R ag | GLP-1R inv ag
Cn1cc(CN(C(=O)Nc2ccccc2)C2CCCCC2)c2ccccc21 | 15% | · | -1% | ? | 6% | · | · | -4% | 10µM*
CC1(C(=O)NS(=O)(=O)c2ccccc2Cl)CCN1C(=O)COc1ccc(Cl)cc1 (configuration not stated) | -14% | -4 | i | 10% | 2% | 0% | i | -5% | 2%
CC(C)c1noc(-c2ccccc2OCC(=O)Nc2cccc([N+](=O)[O-])c2)n1 | -3% | · | i | 18% | -2% | · | · | · | 14%
COc1ccc(NC(=S)Nc2ccc3c(c2)c(=O)n(C)n3-c2ccccc2)cc1 | ? | 0 | -15% | -6% | -27% | -7% | i | -2% | -12%
Fc1ccc(-c2nc3c(Cl)cc(C(F)(F)F)cn3c2Cc2ccsc2)cc1 | -4% | -27 | -19% | 10% | -4% | -7% | i | 26% | 25%
COc1ccc(N(CC(=O)NCc2ccc(F)cc2)S(=O)(=O)c2c(C)n[nH]c2C)cc1 | 29%&-2% | 4 | -22% | ? | -10%&4% | 0% | i | 5%&1% | 19%&4%
COCC(C)NCc1ccc(C)cc1C (configuration not stated) | 10% | -12 | -2%[57.5 µM] | -12% | 13% | -18% | · | 1% | 9%
Cc1onc(C(=O)N2CCC(C(N)=O)CC2)c1-c1ccccc1Cl | 0% | 19 | -2%[57.5 µM] | -6% | 9% | -1% | i | -5% | -18%
COC(=O)c1sc(NC(=O)C2CCCCC2C(=O)O)c(C(=O)OC)c1C (configuration not stated) | 2% | 0 | i | 0% | -27% | 11% | i | -4% | 0%
CC(C)(C)c1ccc(C(=O)Nc2ccc(O)c3c(=O)cc(-c4ccccc4Cl)oc23)cc1 | -2% | 33 | i | 14% | 1% | -8% | i | -1% | -2%
O=C(OCc1ccccc1)N1CCC2CC1c1cc(Cl)ccc12 (configuration not stated) | -2% | ? | ? | 7% | -5% | -9% | i | 14% | ?
CCCCS(=O)(=O)c1nc(-c2ccc(Br)cc2)cc(-c2ccccc2)c1C#N | 12% | · | i | ? | -1% | · | · | · | 8%
COc1ccc(C(=O)NCc2cccnc2)cc1OC | -7% | 6 | i | -22% | 7% | 1% | i | -5% | 2%
COc1cc2ccccc2cc1-c1nnc(COc2ccccc2)o1 | -18% | -1 | -10% | 25% | -2% | 6% | i | -4% | 7%
CCSC(C)CC1C/C(=N/O)c2c(C)noc2C1 (configuration not stated) | -12% | 5 | -26% | 10% | 4% | 5% | i | -1% | 0%
Cc1ccc(-c2cc(C(=O)Nc3ccc(S(=O)(=O)Nc4ncccn4)cc3)[nH]n2)c(O)c1C | 13% | 9 | -10% | 0% | -6% | 7% | i | -1% | 65%[activator]
C#CCOCCOCCOCCNc1nc(N2CCOCC2)nc(N2CCN(C(=O)[C@H](Cc3ccc(O)cc3)n3cc([C@@H](N)CC(C)C)nn3)CC2)n1 | 8% | 13 | -27% | 7% | 0% | -3% | i | 5% | 2%
O=C(CSc1nnc(CNC(=O)c2cccs2)o1)NC1CCCCC1 | 19% | 10 | -19%[57.5 µM] | -27% | 4% | 2% | i | 7% | 2%
CCCN(CC(=O)Nc1ccccc1C)C(=O)c1ccc(C2SCCS2)cc1 | 19% | 19 | -30% | -4% | 7% | 6% | i | 0% | ?
Cc1ccc(/C=C/C(=O)OCC(=O)Nc2cccnc2Cl)o1 | 16% | 8 | i | -15% | -8% | -9% | i | 16% | 50%[activator]

Random excerpt: 3 compounds from above
SMILES | FUS suppressor | DRD3 antagonist | PTHR1 ag | TDP43 rescue | Abeta rescue | aSyn rescue | Akt phos inh | GLP1R ag | GLP-1R inv ag
COC(=O)c1sc(NC(=O)C2CCCCC2C(=O)O)c(C(=O)OC)c1C (configuration not stated) | 2% | 0 | i | 0% | -27% | 11% | i | -4% | 0%
Fc1ccc(-c2nc3c(Cl)cc(C(F)(F)F)cn3c2Cc2ccsc2)cc1 | -4% | -27 | -19% | 10% | -4% | -7% | i | 26% | 25%
COc1ccc(NC(=S)Nc2ccc3c(c2)c(=O)n(C)n3-c2ccccc2)cc1 | ? | 0 | -15% | -6% | -27% | -7% | i | -2% | -12%

(next part)
SMILES | FUS suppressor | DRD3 antagonist | PTHR1 ag | TDP43 rescue | Abeta rescue | aSyn rescue | Akt phos inh | GLP1R ag | GLP-1R inv ag
CC(C)c1ccc(OCC(O)CNC(C)c2ccccc2)cc1 (configuration not stated) | 24% | 14 | -50%[inhibitor] | -1% | -8% | -4% | i | -1% | ?
C=C(C)Cn1c2ccc(NC(=O)NCc3ccccc3)cc2c(=O)n1C | -16% | 2 | i | 13% | -5% | -2% | i | 14% | 2%
O=C(NCC(c1cccnc1)N1CCN(c2ccccc2F)CC1)c1ccc(F)cc1 (configuration not stated) | -4% | · | -47%[inhibitor] | 18% | 1% | · | · | · | -19%
Cc1ccn2nc(C(=O)OCC(=O)N(CC(C)C)C3CCS(=O)(=O)C3)nc2n1 (configuration not stated) | 7% | -5 | -1% | 8% | 4% | -3%[1.84 µM] | i | -6% | 3%
COc1ccc(OC)c(NC(=O)CN2CCN(C(=O)c3ccco3)CC2)c1 | ? | 3 | -23%[57.5 µM] | -22% | -16% | -8% | i | 1% | 5%
CCCc1cc(=O)oc2cc(OCC(=O)Nc3ccc(S(N)(=O)=O)cc3)ccc12 | 4% | -13 | i | 5% | · | -1% | i | -1% | 4%
COCCNC(=O)c1cn(C)c(=O)c2cc(OC)c(OC)cc12 | -7% | -4 | i | 7% | 9% | 3% | i | 2% | 8%
C=CCOC(=O)C1=C[C@H](c2coc3ccccc3c2=O)C[C@H](OCCCCO)O1 | -2% | 28 | -11% | 0% | 9% | 2% | i | 6% | 19%
O=C(NCC(c1cccs1)N1CCOCC1)c1ccc(Cl)c(S(=O)(=O)N2CCOCC2)c1 (configuration not stated) | 6% | 4 | -26% | -19% | -7% | -1% | i | 8% | 7%
O=C(CSc1nnc(COc2cccc3cccnc23)o1)N1CCN(C(=O)c2ccco2)CC1 | -5% | -10 | 0% | 4% | -4% | 6% | i | -5% | -8%
Cc1ccc(SC(c2ccc(C)cc2)C(Cn2cncn2)C(=O)c2ccccc2)cc1 (configuration not stated) | 17% | 18 | -17%[57.5 µM] | 16% | 21% | 5% | i | -6% | -17%
Cc1noc(C)c1NC(=O)Nc1ccc2c(c1)C(=O)N([C@H](C)CO)C[C@H](C)[C@@H](CN(C)S(=O)(=O)c1cccs1)O2 | 19% | 0 | -9% | 1% | -8% | 1% | i | 2% | 2%
O=C(Nc1nnc(-c2ccc(F)cc2)o1)c1ccc(S(=O)(=O)N2CCOCC2)cc1 | -40% | 19 | -14% | 6% | -3% | 0% | i | -4% | 9%
NS(=O)(=O)c1ccc(NC(=O)COC(=O)c2cc3ccccc3oc2=O)cc1 | -36% | -14 | -22% | 4% | 12% | 1% | i | -4% | 14%
N=c1c2c(n(Cc3ccc(F)cc3)c3c1CCC3)CCCC2 | -25% | 1 | i | -14% | 0% | -1% | i | 3% | ?
O=C(OCn1nnc2ccccc2c1=O)C12CC3CC(CC(O)(C3)C1)C2 | 11% | -5 | -57%[inhibitor] | -6% | 13% | -7% | i | 0% | 8%[7.66 µM]
COc1ccc(CCNC(=O)c2cc(-c3ccncc3)nc3ccc(S(=O)(=O)N4CCOCC4)cc23)cc1OC | 17% | -7 | -16% | -12% | 12% | -1% | i | -2% | 2%
CCN1CCN(c2c(S(=O)(=O)c3ccc(C)c(C)c3)cnc3ccc(F)cc23)CC1 | -15%&19% | 0 | -12%&-32% | -14%&13% | -5%&6% | 0% | i | 3% | ?
COc1ccc(CCNC(=O)C2CCCN(Cc3nc(-c4cccc(Cl)c4)oc3C)C2)cc1OC (configuration not stated) | 2% | -30 | -20%[57.5 µM] | 5% | 4% | -1% | i | -5% | -15%
COc1cccc(C(C)(O)c2nc(-c3cc4ccccc4o3)cs2)c1 (configuration not stated) | ? | 28 | -43%[inhibitor] | ? | -38%[inhibitor] | -14% | i | -1% | ?
CCOC(=O)c1cnc(Nc2ccccc2)nc1C(F)(F)F | 3% | 8 | -1% | 18µM* | -13% | 0% | i | 16% | ?
COCCNC(=O)c1cc(-c2ccccc2OC)on1 | -28% | -14 | -66%[inhibitor] | 21% | 13% | 0% | i | 21% | ?
Cc1c(NC(=O)CSc2nnc(C(C)N(C)C)n2-c2ccccc2)c(=O)n(-c2ccccc2)n1C (configuration not stated) | · | 7 | i | 0% | 6% | 0% | i | -6% | 10%
CCCCN(C)C(=O)C(Cc1ccccc1)NS(=O)(=O)c1ccc2c(c1)c(=O)n(C)c(=O)n2C (configuration not stated) | 3%&4% | 0 | -19% | -24%&18% | -21%&-7% | 8% | i | -1%&-5% | 1%&-18%
C#CCOCCOCCOCCNc1nc(N2CCN(C(=O)[C@H]([C@@H](C)CC)n3cc([C@@H](N)Cc4ccc(O)cc4)nn3)CC2)nc(N2CCN(C(=O)[C@H]([C@@H](C)CC)n3cc([C@@H](N)CC(C)C)nn3)CC2)n1 | 28% | 7 | 4% | -9% | -12% | -1% | i | -1% | 8%
O=C(NC1CC2CCC1C2)C1COc2ccccc2O1 (configuration not stated) | -1% | -14 | i | -1% | 7% | 7% | i | 12% | ?
CCN1C[C@@H]2[C@@H]3C(=O)N(Cc4ccccc4)C(=O)[C@@H]3[C@](C)(C1=O)N2C(=O)c1ccc(C(F)(F)F)cc1 | ? | 0 | i | -5% | -10% | 2% | i | 6% | 7%
O=C(c1cccc(F)c1)N1CCN(Cc2cccc(Br)c2)CC1 | -24% | 5 | -8% | 6% | 5% | 9% | i | 7% | ?

Assay outcomes deposited in PubChem by National Center for Advancing Translational Sciences (NCATS).
